aGal spleen mod = inhibitors or activators of human alpha-galactosidase in spleen homogenate | Potency, µM (highest dose often 80 µM), for inactives: at the top dose activity change, negative = inhibition, actives largely listed as inhibitors | human spleen homogenate, 4MU-alpha-Gal fluorescence, 40 min | 0.008% of 240,000 active;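 also: potency is read from the fitted curve at half-maximal effect; 0% = enzyme with vehicle and -100% = no enzyme basal signal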
Target sequence (P06280 32-429 limits assumed): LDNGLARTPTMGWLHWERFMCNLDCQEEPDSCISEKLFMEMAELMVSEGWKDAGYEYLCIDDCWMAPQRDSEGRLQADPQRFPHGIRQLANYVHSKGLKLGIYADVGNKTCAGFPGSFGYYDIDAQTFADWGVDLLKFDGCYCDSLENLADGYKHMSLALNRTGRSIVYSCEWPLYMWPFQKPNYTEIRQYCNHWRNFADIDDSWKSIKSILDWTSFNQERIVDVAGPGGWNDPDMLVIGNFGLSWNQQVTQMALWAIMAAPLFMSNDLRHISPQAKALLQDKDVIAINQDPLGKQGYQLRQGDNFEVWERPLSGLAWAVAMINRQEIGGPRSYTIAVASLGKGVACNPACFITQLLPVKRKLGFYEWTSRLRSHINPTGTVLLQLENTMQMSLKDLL
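Fluorogenic readout (Ex 365/Em 440 nm) of 4-methylumbelliferone released from 1 mM 4-MU-alpha-galactoside by spleen homogenate, 40 min at 37C, pH 5.0. Data normalized to no-enzyme and enzyme controls; Hill-equation AC50 from compound titrations.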
NPSR antag = antagonists of human neuropeptide S receptor cAMP signaling; 1% of 220,000 active; Potency, µM (doses to about 38.3 µM), for the others: at the highest dose activity change, negative = inhibition, actives largely listed as inhibitors; CHO-NPSR cells, cAMP TR-FRET, antagonist mode; also: potency is read from the fitted curve at half-maximal effect; % is scaled to controls: 0 for no effect and ±100 for the full control effect; nearly all actives have a fitted effect of over 50% in size; many of its hits are not listed in these tables
Target sequence (Q6W5P4 whole entry, looked up): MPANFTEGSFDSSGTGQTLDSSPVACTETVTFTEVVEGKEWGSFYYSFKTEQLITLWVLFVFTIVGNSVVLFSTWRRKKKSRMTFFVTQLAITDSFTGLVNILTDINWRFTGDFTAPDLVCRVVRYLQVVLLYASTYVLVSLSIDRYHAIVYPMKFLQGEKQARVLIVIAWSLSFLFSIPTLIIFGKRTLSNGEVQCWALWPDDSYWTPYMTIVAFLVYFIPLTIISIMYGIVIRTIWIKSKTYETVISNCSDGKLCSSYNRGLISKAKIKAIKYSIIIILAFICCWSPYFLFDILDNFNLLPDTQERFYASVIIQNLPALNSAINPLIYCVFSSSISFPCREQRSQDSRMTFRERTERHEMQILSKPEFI
Epigenetic derep = epigenetic control regulation, reporter derepression; murine LDR cells, GFP reporter derepression, 30 h; Potency, µM (highest dose often 53.9 µM), without a hit: at the highest dose GFP activation, most hits filed as activators; 0.2% of 280,000 active; AID 1865; also: potency is read from the fitted curve at half-maximal effect; % of control where 0% means no effect; nearly all actives have a fitted effect of over 60% in size
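Readout is the number of GFP-expressing murine LDR cells, counted by cytometry following washing. Cells were treated with compound for 30 h at 37 C; the stably integrated CMV-GFP locus is normally silent.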
TRb SRC2 PPI = inhibitors of human thyroid hormone receptor beta-SRC2 interaction. 0.065% of 280,000 active. Potency, µM (series often up to 106 µM), for the others: top-dose activity change, negative = inhibition, hits mostly inhibitors. TRbeta-SRC2 peptide binding, fluorescence polarization; receptor liganded with 1 µM T3. AID 1469. P10828;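 also: potency is read from the fitted curve at half-maximal effect; plate controls were bound peptide for no effect and peptide without receptor for full effect; nearly all actives have a fitted effect of over 50% in size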
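Binding of a 20-amino-acid Texas Red SRC2 peptide (20 nM) to TRb ligand-binding domain (0.6 uM) with agonist T3 at 1 uM was followed by fluorescence polarization after a 5 hr room-temperature incubation.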
TexasRed fluor = alters Texas Red total fluorescence, flagging assay interference. 0.29% of 280,000 active. Potency, µM (highest dose often 106 µM), without a hit: top-dose fluorescence change, negative = quenching. TRb/SRC2 Texas Red total fluorescence interference. AID 1479; active = well fitted curve in either direction with a large enough effect; inconclusive = small, poorly fitted or top-dose-only effect; also: potency is read from the fitted curve at half-maximal effect; % is scaled to controls: 0 for no effect and ±100 for the full control effect
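Flags fluorescent or light-absorbing compounds by total fluorescence, S + 2P, at 555 nm excitation and 632 nm emission. Mixture: 20 nM Texas Red SRC2 peptide, 0.6 uM human TRb LBD, 1 uM T3, 5% DMSO; compound exposure 5 h at ambient temperature.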
Tau fluor counter = counter-screen for tau fibril formation inhibitors | AID 1463 | Potency, µM (highest dose often 57.7 µM), inactives show at the highest dose activity change, negative = decrease | 0.93% of 280,000 active | tau K18 P301L (four-repeat tau fragment) Alexa594 fluorescence, heparin fibrillization; also: potency is read from the fitted curve at half-maximal effect; % is scaled to controls: 0 for no effect and ±100 for the full control effect; nearly all actives have a fitted effect of over 55% in size
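Human K18 P301L tau (15 uM unlabeled plus 0.24 uM Alexa 594-labeled, final) in 100 mM sodium acetate pH 7 was mixed with compound and 20 uM heparin and incubated 6 hr at 37 C.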
Tau fibril FP = tau fibrillization inhibition (FP). P10636. K18 P301L tau heparin fibrillization, Alexa594 FP, 6 h. Potency, µM (top dose mostly 57.7 µM), inactives show at the top dose activity, negative = inhibition, most hits filed as inhibitors. 0.39% of 280,000 active; also: potency is read from the fitted curve at half-maximal effect; % is scaled to controls: 0 for no effect and ±100 for the full control effect; nearly all actives have a fitted effect of over 55% in size
Target sequence (P10636 561-689 P618L limits assumed): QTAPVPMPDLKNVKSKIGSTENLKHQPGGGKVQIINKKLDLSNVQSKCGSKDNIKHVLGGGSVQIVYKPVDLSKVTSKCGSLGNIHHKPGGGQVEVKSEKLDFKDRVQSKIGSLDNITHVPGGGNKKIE
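Quantitative HTS format: compounds meet 15 uM recombinant K18 P301L tau and Alexa 594-tau tracer in 100 mM sodium acetate pH 7; 20 uM heparin triggers fibrillization at 37 C over 6 hr; FP gives the signal.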
CBFb-RUNX1 inh = CBF-beta/RUNX1 interaction disruption. Q01196+Q13951. AlphaScreen CBFb-His/RUNX1-biotin binding, biochemical. Potency, µM (highest dose often 59.8 µM), without a hit: top-dose activity, negative = inhibition, hits mostly inhibitors. 230,000 tested, under 10 active; also: % of control where 0% means no effect
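CBFb-His/RUNX1-biotin, 30 nM each, preincubated 20 min RT; compound 15 min RT; Ni + streptavidin beads 50 ng each, 90 min RT; AlphaScreen read.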
Numbers without * were called inactive; ? = inconclusive; . = not tested or not shown; & = joins results of further samples; [ ] = dose if it differs, or a comment. Unless noted, calls follow the shape of the dose curve; as a rule, active = well fitted curve in the direction sought with a large enough effect; inconclusive = small, poorly fitted or top-dose-only effect, or another doubt; inactive = no such curve, though single readings can be large; an effect the other way counts as inactive or inconclusive.

SMILES | aGal spleen mod | NPSR antag | Epigenetic derep | TRb SRC2 PPI | TexasRed fluor | Tau fluor counter | Tau fibril FP | CBFb-RUNX1 inh
CC(OC(=O)c1cc2sccc2n1C)C(=O)NCCc1ccccc1 (stereo not given) | -15.1% | -14.5%[7.67 µM] | 8.9% | -6.5% | -0.6% | -15.0% | -1.9% | -0.8%
Cn1ccnc1Sc1nnnn1-c1ccccc1 | 2.0% | -3.5%[46.1 µM] | 0.0% | 2.6% | -4.6% | -6.8% | -7.7% | 10.3%
CC(=O)c1cccc(NC(=O)[C@@H](NC(N)=O)C(C)C)c1 | -0.3% | 17.6% | 6.3% | -0.1% | -0.6% | 3.2% | -3.9% | 3.3%
CCc1ccc(N2CC(C(=O)OCC(=O)NC3CCS(=O)(=O)C3)CC2=O)cc1 (stereo not given) | 1.2% | -8.1%[46.1 µM] | -0.8% | -0.7% | -3.8% | 1.3% | -6.2% | 1.4%
CCN(CC)C(=O)Cn1c(=O)n(-c2ccc(Cl)cc2)c(=O)c2c3c(sc21)CCCCC3 | . | . | -1.8% | 4.0% | -5.0% | -1.1% | ? | .
NC(=S)N/N=C/c1ccc([N+](=O)[O-])cc1 | 2.7% | 3.1% | -6.8% | -10.4% | -1.5% | -0.5% | 2.4% | 5.8%
O=C(CSc1ncn[nH]1)NCCC(c1ccccc1)c1ccccc1 | 0.2% | 4.8%[46.1 µM] | 0.9% | -14.5% | -3.4% | -4.1% | -10.0% | 7.5%
COc1ccc(S(=O)(=O)N2CCN(Cc3ccccc3)CC2)cc1 | 2.4% | -12.1%[46.1 µM] | 1.6% | -22.5% | 2.4% | -6.4% | 5.0% | 6.2%
Cc1ccc2c(c1)NC(=O)C(CC(=O)NC1CCCCC1C)O2 (stereo not given) | -0.5% | 6.4% | -1.0% | 7.7% | -0.4% | -4.5% | -0.7% | 5.4%
O=C(NCCc1ccccc1)C1CCCN1S(=O)(=O)c1ccccc1 (stereo not given) | 2.5% | 0.2% | -0.3% | 1.6% | -0.4% | -9.1% | -5.5% | -1.9%
COc1cc(CN2CCN(Cc3ccc([N+](=O)[O-])cc3)CC2)c([N+](=O)[O-])cc1OC | 6.6% | 4.1% | 0.6% | 4.9% | -0.2% | -14.8% | 1.2% | -15.2%
O=C(CSC1=NC(=O)C(Cc2ccccc2)C(=O)N1)Nc1ncc(Br)cc1Br (stereo not given) | -8.7% | 18.8% | 4.6% | -4.2% | 1.3% | -12.5% | -2.3% | 0.8%

Taken from above:
Tau fluor counter result of CC(OC(=O)c1cc2sccc2n1C)C(=O)NCCc1ccccc1 (stereo not given) : -15.0%
TRb SRC2 PPI result of NC(=S)N/N=C/c1ccc([N+](=O)[O-])cc1 : -10.4%

(next part)
SMILES | aGal spleen mod | NPSR antag | Epigenetic derep | TRb SRC2 PPI | TexasRed fluor | Tau fluor counter | Tau fibril FP | CBFb-RUNX1 inh
COCCNC(=S)N=Nc1c(O)[nH]c2c(C)cc(C)cc12 | -7.9% | -15.6% | -0.4% | -4.0% | -0.2% | -9.8% | 0.9% | -4.1%
O=c1[nH]nc(SCc2nnc(-c3ccc([N+](=O)[O-])cc3)o2)n1C1CCCCC1 | -13.3% | 11.0% | -0.3% | 1.5% | -7.4% | -10.9% | 10.7% | 14.5%
Cc1ccc(-n2c(-c3cnccn3)n[nH]c2=S)c(Br)c1 | 2.0% | 27.5% | 0.0% | -4.7% | -3.5% | 11.3% | 8.2% | 4.1%
COc1ccc(-c2noc(Cc3ccccc3OC)n2)cc1 | -3.4% | -12.1%[46.1 µM] | -1.0% | 1.5% | 2.2% | -17.0% | -3.8% | ?
Cc1nc2ccccc2c(=O)n1Nc1cccc(Cl)c1 | 12.3% | 4.7% | 0.0% | -1.6% | -1.0% | -4.7% | -12.3% | 2.9%
COc1ccc(NC(=O)Cc2coc3cc(C)cc(C)c23)c(OC)c1 | . | . | -1.9% | 1.9% | 5.1% | -7.1% | -9.6% | .
Cn1c(=O)c2c(nc(NCc3ccccc3)n2Cc2ccccc2)n(C)c1=O | . | . | -0.3% | -9.1% | -1.1% | ? | ? | .
CCOC(=O)C1=NNC2(c3ccc(Cl)cc3)C(=O)N(c3ccc(C)cc3)C(=O)C12 (stereo not given) | -0.2% | -19.0% | -3.0% | 7.4% | -1.7% | -5.3% | 1.3% | 11.6%
CN(C)CCNCCCOc1ccccc1-c1ccccc1 | 2.5% | 9.8% | 2.5% | 0.9% | -0.3% | 3.7% | -1.1% | 0.4%
CCCC(=O)Nc1ccccc1OCc1cc(=O)n2cc(C)ccc2n1 | . | . | -3.0% | -1.3% | -1.0% | -0.4% | -0.5% | .
C=C1CCC(C2CC(=O)OC2=O)C(=O)CCC2C1CC2(C)C (stereo not given) | -0.3% | . | -1.4% | -4.0% | 0.7% | -6.9% | -9.5% | .
COc1ccc(OCc2nnc3n2N=C(c2ccc(C)cc2)CS3)cc1 | -7.8% | -18.1%[46.1 µM] | -1.0% | -1.3% | -2.2% | -23.2% | 8.0% | -8.7%
CCOc1cc(C(=O)NCCCn2ccnc2)cc(OCC)c1OCC | 0.9% | 2.2% | 1.3% | -1.7% | -3.1% | -0.7% | 1.3% | -0.2%
O=C1C=CC(=O)N1c1ccc(OC(F)F)cc1 | -7.7% | -57.4% | 0.0% | 3.8% | -1.4% | 1.7% | 15.2% | -5.3%
O=C(N/C(=C/C=C/c1ccccc1)C(=O)N1CCOCC1)c1ccccc1Br | 0.2% | -9.7% | 9.0% | -8.3% | 0.0% | -6.8% | -2.6% | -14.7%
Cc1ccc(NC(=O)Nc2c[nH]c(=O)[nH]c2=O)c(Cl)c1 | . | . | -3.0% | 11.0% | 1.9% | -1.7% | -2.1% | .
CCOc1ccc(-n2c(=O)c3c4c(sc3n(Cc3cccc(C)c3)c2=O)CCCC4)cc1 | . | . | -2.2% | -1.7% | -1.1% | -10.1% | -4.7% | .
O=C1CCc2cc(S(=O)(=O)NCc3ccccc3)cc3c2N1CC3 | . | . | -2.3% | -0.6% | 0.6% | 2.0% | 1.3% | .
COCCNC(=O)CN1C(=O)COc2ccc(S(=O)(=O)N3CCCC3)cc21 | . | . | 4.4% | ? | ? | -15.3% | -3.0% | .
Cc1sc2ncn(CC(=O)N3CCN(c4ccccc4)CC3)c(=O)c2c1S(=O)(=O)N1CCN(c2ncccn2)CC1 | . | . | -1.8% | -20.2%[53 µM] | -80.7%[53 µM] | -9.1% | 4.3% | .
COc1ccccc1CNC(=O)c1ccc(-c2nc(CS(=O)c3ccccc3)c(C)o2)cc1 (stereo not given) | . | . | 2.7% | -3.1% | -1.9% | -6.6% | 0.7% | .
COc1ccc(CCNC(=O)c2cc(-c3ccc(C)cc3)nc3n[nH]c(-c4ccc(F)cc4)c23)cc1OC | . | . | 8.8% | -26.3% | -63.2% | -3.3% | -13.5% | .
CC1=NN(Cc2ccccc2)C(=O)C1C(c1ccncc1)C(C#N)C#N (stereo not given) | 4.2% | -10.6% | -1.2% | -5.2% | -7.0% | ? | 0.9% | -7.2%
COc1ccc(C(=O)Nc2cccc(C)c2)cc1S(=O)(=O)N1CCOCC1 | -2.3% | -8.2%[46.1 µM] | 0.0% | 10.6% | -2.2% | -7.3% | 4.7% | 2.0%
O=C(CSc1ncnc2scc(-c3ccccc3)c12)NC1CCS(=O)(=O)C1 (stereo not given) | 2.2% | 13.3% | -1.3% | 6.4% | 4.4% | -10.8% | -7.1% | 6.4%
O=C(Nc1nnc(S(=O)(=O)N2CCCC2)s1)c1ccc(F)cc1 | . | . | ? | -0.6% | 0.7% | ? | 1.5% | .
O=C(c1cc(-c2ccncc2)nc2ccc(Br)cc12)N1CCN(Cc2ccc3c(c2)OCO3)CC1 | 5.7% | -48.4% | 0.9% | -4.5% | -1.3% | 2.1% | 1.6% | -7.8%
COc1cn(CC(=O)Nc2ccc(C)cc2C)c(CN2CCCCC2)cc1=O | . | . | -1.3% | 1.5% | -15.2% | -5.8% | 1.2% | .
COc1ccc(NC(=O)c2ccc3c(c2)OCO3)cc1Cl | -2.4% | -0.8%[46.1 µM] | 2.1% | -1.5% | 3.8% | -13.4% | -8.5% | -4.2%
CC(C)CN1CCC(=O)N(C(CSc2ccc(Br)cc2)c2ccccc2)CC1 (stereo not given) | 1.8% | . | . | -4.5% | -1.7% | . | . | -10.9%
CC(NC(=O)OC(C)(C)C)C(=O)Oc1cc2oc(=O)cc(-c3ccccc3)c2cc1Cl (stereo not given) | 5.1% | 5.3%[46.1 µM] | -0.3% | 5.0% | -6.8% | -8.8% | 8.6% | 12.9%
NCCCn1cnc2ccccc21 | 7.7% | 12.0% | 1.7% | 1.2% | 0.6% | -2.5% | 7.1% | -2.4%
COc1ccc(Br)cc1C(=O)NC(=S)Nc1cc(-c2nc3ccccc3[nH]2)ccc1C | -16.3% | -1.1% | 0.0% | -4.7% | 2.7% | -23.5% | ? | -6.3%
CC(C)(C)c1nnc(NC(=O)NS(=O)(=O)c2ccccc2)s1 | 3.1% | 0.3%[46.1 µM] | -0.7% | 5.6% | -4.6% | -8.7% | -1.5% | 5.1%
COc1ccc(NC(=O)c2cccc3c(=O)c4c([nH]c23)CCCC4)cc1 | . | . | -0.2% | -0.9% | -0.4% | -8.1% | -4.0% | .
NC(=O)C1(N2CCCCC2)CCN(C(=O)CSc2nc(C(F)(F)F)cc(=O)[nH]2)CC1 | -3.4% | 1.5%[46.1 µM] | -0.8% | -9.3% | -1.3% | 1.6% | 5.2% | 9.2%
CCN(CC)CCCNC(=O)CSc1c2c(nc3cc(Cl)ccc13)CCCC2 | -10.9% | -33.4% | ? | 8.0%&0.8% | -0.8%&-1.2% | 12.3%&2.6% | 11.7%&10.4% | -1.0%
Cc1cc(C)c2c(N)c(-c3nnc(SCc4ccc(Cl)cc4)n3C)sc2n1 | -21.9% | -9.9% | -1.0% | 3.2% | -0.8% | -22.6% | 1.2% | 8.6%
COc1ccc(NC(=O)COC(=O)c2cc(OC)c(OC)c(OC)c2)c([N+](=O)[O-])c1 | 2.5% | 10.7% | 0.2% | -9.9% | -1.9% | 11.4% | 1.3% | 10.9%

Bioassay records (PubChem)

Not all compounds are listed; count on the stated rates, not on these rows.
